Tat export inh – E. coli Tat transport inhibition | E. coli MC4100 TorA-mCherry Tat export, fluorescence | inhibition, % at 10 µM | actives 0.036% (n = 340,000);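 active means mean replicate inhibition at least 50% and at least half of replicates individually reaching 50%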;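 further: exported cargo escapes ClpAP degradation while cytoplasmic cargo is degraded and loses fluorescence; 0% = median of neutral control wells and 100% = median of NaSCN control wells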
Arrestin-AP2 inh – inhibitors of human beta-arrestin and AP2 interaction; FITC-arrestin peptide / GST-AP2 beads, flow cytometry; AP2 beta2 appendage carries R879A mutation; AID 504490; actives 0.31% (n = 340,000); inhibition, % at 10 µM;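 active means inhibition above a set limit, near 3 SD of compounds lacking own fluorescence, cut at about 54% in these data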;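 further: plate controls were DMSO wells for no effect and 5 µM unlabelled arrestin peptide for full effect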
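test system = AP2 appendage R879A on GSH beads | buffer or medium = PBS plus Tween 20 (0.05%) and BSA (0.1%) | incubation = 12 min plus 1 h, RT | detection = bead flow cytometry, FITC channel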
AddAB inh – less growth of phage-infected E. coli with AddAB; E. coli expressing H. pylori AddAB, absorbance growth; inhibition, % at 11.9 µM; actives 0.29% (n = 330,000); AID 435030; in the data active means inhibition above about 12%;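 further: 0% = vehicle wells of infected cells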
Mot1-301 SUMO – inhibitors of SUMOylation pathway: yeast Mot1-301 growth rescue; S. cerevisiae Mot1-301 growth rescue, ATP luminescence, 38.5C; percent above DMSO median, 100 means doubled; growth rescue, % at 18.8 µM; actives 1% (n = 320,000); AID 2716;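 active means every valid replicate shows activation above 250% relative to neutral control wells; inactive means the rest, any valid replicate at or below 250%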;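 further: OY570 slx delta 5 strain wells were the positive control but not used for scaling; some compounds called inactive have numbers as strong as hits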
phage Ecoli inh – E. coli growth loss with phage present. actives 0.26% (n = 360,000). inhibition, % at 11.9 µM. growth absorbance. AID 651602; in the data active means inhibition above about 11%
Pemphigus Ab inh – human desmoglein-3 autoantibody binding inhibition; DSG3-coupled beads, scFv-anti-DSG3-GFP binding, flow cytometry; hits give low values; binding (percent of control), % at 10 µM; actives 0.48% (n = 310,000); AID 588358;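 active means binding more than 3 SD below its plate's average and above zero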;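 further: hits lower antibody fragment binding to DSG3; some compounds called inactive have numbers as strong as hits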
OPRM1-OPRD1 ag – agonists of human mu-delta opioid receptor heterodimerization | AID 504326 | P35372+P41143 | actives 0.3% (n = 340,000) | activation, % at 9.3 µM | cells, OPRM1-OPRD1 heterodimerization, luminescence; in the data active means activation above about 18%;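 further: 0% = vehicle-treated cells and 100% = reference agonist; values of inactives mirror those of a sister screen read the other way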
Target sequence (P35372 whole entry, looked up): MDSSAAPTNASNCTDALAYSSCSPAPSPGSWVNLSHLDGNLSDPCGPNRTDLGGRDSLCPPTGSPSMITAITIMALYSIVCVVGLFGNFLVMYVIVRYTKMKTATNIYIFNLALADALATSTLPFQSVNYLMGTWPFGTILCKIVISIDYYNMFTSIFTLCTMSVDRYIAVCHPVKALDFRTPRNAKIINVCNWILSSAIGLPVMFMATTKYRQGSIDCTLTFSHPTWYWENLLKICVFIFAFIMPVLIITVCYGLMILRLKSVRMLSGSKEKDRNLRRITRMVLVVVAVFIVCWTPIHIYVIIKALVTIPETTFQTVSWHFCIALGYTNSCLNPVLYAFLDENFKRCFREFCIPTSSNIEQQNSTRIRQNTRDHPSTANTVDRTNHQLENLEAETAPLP
Target sequence (P41143 whole entry, looked up): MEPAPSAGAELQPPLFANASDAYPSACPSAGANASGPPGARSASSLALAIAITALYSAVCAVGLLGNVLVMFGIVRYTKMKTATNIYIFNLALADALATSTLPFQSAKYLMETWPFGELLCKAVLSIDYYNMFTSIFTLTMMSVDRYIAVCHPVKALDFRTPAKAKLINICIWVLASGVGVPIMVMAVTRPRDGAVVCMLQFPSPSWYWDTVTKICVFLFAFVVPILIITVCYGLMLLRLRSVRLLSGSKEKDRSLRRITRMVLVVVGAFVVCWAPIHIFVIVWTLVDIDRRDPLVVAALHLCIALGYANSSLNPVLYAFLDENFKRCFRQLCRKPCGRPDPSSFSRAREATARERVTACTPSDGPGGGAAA
PfHsp90 yeast 2 – inhibits growth of yeast expressing Plasmodium falciparum Hsp90 | S. cerevisiae expressing PfHsp90, BacTiter-Glo ATP, 48 h; yeast lacking PDR1 and PDR3 efflux regulators | inhibition, % at 9.4 µM | actives 0.32% (n = 310,000);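 active means every replicate shows inhibition above about 80%, whatever the replicate mean, limit read from the data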;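 further: 0% = DMSO neutral controls and 100% = 20 µM radicicol positive controls; yeast relying on Plasmodium falciparum Hsp90 in place of its own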
Ecoli viability – bacterial growth inhibition, counter-screen for AddAB inhibitors | E. coli V3065 growth, OD600 absorbance, 18 h | inhibition, % at 11.9 µM | actives 0.27% (n = 330,000);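 active means inhibition above the campaign's mean inhibition across all tested compounds plus 3 SD, cut at about 9.9% in these data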;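 further: uninfected addAB+ strain grown without phage in ampicillin broth; 0% = DMSO wells and 100% = ciprofloxacin 0.95 µg/ml wells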
PKA-R1A act – activates the PKA-R1A holoenzyme complex. PKA-R1A dissociation, Cy5-IP20 fluorescence polarization; scaled: DMSO 0%, 113 µM cGMP 100%. activation, % at 11.4 µM. actives 0.083% (n = 340,000). AID 504707;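 active means percent activation above the mean of all tested compounds plus 3 SD, cut at about 19% in these data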;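 further: higher means more PKAc released from R1A so a rise in polarization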
OPRM1-OPRD1 inv – inverse agonists of human mu-delta opioid receptor heterodimerization | actives 0.21% (n = 340,000) | P35372+P41143 | cell-based MOR-DOR heterodimer luminescence, inverse agonism | inhibition, % at 9.3 µM; in the data active means inhibition above about 22%, passing the limit was not always enough;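 further: 0% = cells with DMSO and 100% = wells without cells with DMSO; values of inactives mirror those of a sister screen read the other way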
Starred values were filed as active, the others as inactive; . = no result given. Not a hit list, and some 2.8% of all compounds hit somewhere here.

canonical_smiles	Tat export inh	Arrestin-AP2 inh	AddAB inh	Mot1-301 SUMO	phage Ecoli inh	Pemphigus Ab inh	OPRM1-OPRD1 ag	PfHsp90 yeast 2	Ecoli viability	PKA-R1A act	OPRM1-OPRD1 inv
Cc1cc(NS(=O)(=O)c2ccc3c(c2)OCCO3)no1	-4	11	-0.3	-14	2.3	101	-1.2	-11	-0.8	1	6
CCCc1cc(=O)oc2cc(OC(C)C(=O)NCCCn3ccnc3)ccc12 (centres undefined)	-3	-8	2.5	2	0.8	100	-3.4	29	-0.7	-5	17
O=C(CSc1nnc(NC(=O)Cc2ccccc2)s1)NCc1ccco1	3	37	5.1	-6	0.8	123	-0.7	.	-1.2	2	3
CCCCN(CCCNC(=O)c1ccc(CS(=O)(=O)c2c(Cl)cccc2Cl)o1)Cc1ccccc1	-1	-17	3.7	-5	0.5	101	-1.8	0	-0.8	0	9
Cc1ccc(C(=O)CSc2nc(-c3ccccc3)cc(=O)[nH]2)cc1	-5	0	1.4	3	2.1	101	0.3	-8	0.3	-2	-2
COC(=O)c1ccc(Sc2ccccc2NS(=O)(=O)c2ccc(C)cc2)nc1	-7	-2	2.8	.	2.2	.	-1.2	0	0.4	-3	7
CCCCNC(=O)CNC(=O)c1cccs1	-6	0	0.2	3	-0.6	101	-1.8	15	-0.2	7	9
Cc1ccc(NC(=S)N(CCCN2CCOCC2)Cc2ccco2)cc1Cl	7	2	3.0	-7	2.6	120	-4.5	23	0.7	-9	24
COc1ccc2nc(N3C(=O)CNC3=S)sc2c1	-2	-15	4.0	-5	-3.5	91	-2.2	12	-1.0	4	11
CC1=CC(C)(C)n2c(O)c(N=NC(N)=S)c3c(C)c(C)cc1c32	-7	1	-0.7	.	0.1	88	2.6	-47	-1.7	-1	-14
Cc1onc(-c2c(F)cccc2Cl)c1-c1nnc(-c2ccc(C(F)(F)F)cc2)o1	2	9	2.0	2	1.7	99	.	-6	1.0	.	.
O=C(CSc1nc(=O)n(CCCN2CCOCC2)c2c1CCCC2)Nc1cccc([N+](=O)[O-])c1	-3	31	-0.2	446	5.3	101	0.1	6	-1.2	-5	-1
CC(=O)Nc1ccc(SC[C@H](Cc2ccccc2)N2CC[C@@H](C(C)(C)C)CCC2=O)cc1	14	2	-1.6	-12	-0.5	106	1.2	-29	1.2	1	-7
O=S(=O)(NCCSCc1ccc(Cl)cc1Cl)c1ccc2c(c1)OCCO2	7	2	0.9	-4	1.3	100	1.4	-26	-3.3	-10	-8
Cc1ccc2[nH]c(=O)c(CN(Cc3cccs3)S(=O)(=O)c3ccc4c(c3)OCCO4)cc2c1	6	2	-0.7	4	4.7	.	-0.9	-37	-1.7	-3	5
CC1CC(C)CN(S(=O)(=O)c2ccc3c(c2)CC(C)N3C(=O)C2CC2)C1 (centres undefined)	-1	36	4.4	504	-2.6	122	1.0	15	1.6	-4	-5
CCCCC[C@@H]1C=C(C(=O)O)[C@H](c2ccc(C#N)cc2)N1S(=O)(=O)c1ccc(C)cc1	1	-12	4.0	.	0.2	101	-1.8	-15	-0.9	-1	8
CCCOc1ccc(C(=O)NNC(=S)NC(=O)c2ccccc2[N+](=O)[O-])cc1	-8	-7	4.1	3	1.6	96	-2.9	-20	0.9	1	15
CCC(Oc1ccccc1)C(=O)Nc1nnc(S(=O)(=O)Nc2ccccc2)s1 (centres undefined)	8	19	0.3	-1	2.1	92	-2.6	12	-1.0	0	13
Cc1ccc(NC(=O)N2CCCC2C(=O)Nc2ccc(-n3cnnn3)c(C)c2)cc1 (centres undefined)	6	4	3.9	6	3.2	111	-1.8	18	-1.2	-14	7
Cn1c2ccccc2c2c(C(=O)N3CCN(c4ccccc4)CC3)cn(C3CCCC3)c(=O)c21	24	18	-0.2	-12	2.4	95	-0.6	-17	3.2	-4	4
CC(C)(C)CC(=O)Nc1cc2c3c(c1)CCN3C(=O)CC2	5	-6	2.9	-13	-0.2	105	-2.9	-8	1.1	6	15
CCCCN(C)CCNC(=O)Cn1ncc2c(=O)oc3ccc(C)cc3c21	-4	-1	-3.0	6	2.1	109	0.8	28	1.2	-5	-5
Cc1ccccc1NC(=O)C(=O)NCCCN1CCCC1=O	-5	30	2.1	213	1.4	117	-0.9	.	0.6	-2	5
O=C(Nc1cccc(F)c1)C1CC(=O)N(c2ccc(Br)cc2)C1 (centres undefined)	-6	7	4.7	-8	3.0	.	0.1	4	0.5	6	-1
Cn1cc(CN2CCCC(C(=O)c3ccc(-c4ccccc4)cc3)C2)cn1 (centres undefined)	4	-1	0.8	128	2.9	104	0.7	13	1.5	-10	-5
O=C(CNC(=O)C1CCCCC1)OCC(=O)c1ccc(Cl)s1	-1	8	4.2	-12	1.5	99	-3.4	-1	1.5	15	17
CCC(=O)n1nc(-c2ccco2)nc1N	-18	-3	1.6	113	1.3	108	0.1	5	-0.4	-8	-1
COC(=O)c1cc2ccsc2n1CC(=O)Nc1cc(Cl)ccc1OC	8	34	0.5	4	1.2	95	-0.3	-15	-0.6	-5	2
C1CCN2CC3CC(CN4CCCC[C@@H]34)[C@H]2C1	2	-1	.	.	2.9	.	-2.3	36	.	-12	13
Clc1cccc(-c2nnc(-c3ccno3)o2)c1	-4	-4	1.5	-17	0.1	.	-0.4	2	1.9	-15	2
COc1cc(OC)c2c(-c3ccccc3)cc(=O)oc2c1C(CCN1CCOCC1)c1ccc(N(C)C)cc1 (centres undefined)	13	-13	-0.7	.	2.1	112	-1.4	0	-1.4	-12	7
Cc1ccc(OCC(=O)Nc2cc(NC(=O)COc3ccc(C)cc3)cc(C(=O)O)c2)cc1	7	12	7.1	-12	-0.2	104	-0.5	-29	-0.9	-2	2
Cc1ccccc1S(=O)(=O)c1c(C)cc(-c2ccccc2)[nH]c1=O	-1	-10	0.2	9	0.5	99	-0.3	.	-1.8	-4	1
O=C(CN1CCN(C2CCCCC2)CC1)Nc1ccc(Br)cc1	2	11	5.2	-17	1.4	107	-0.9	12	-1.7	3	5
COc1ccccc1C(CNC(=O)CSc1ccc2ccccc2c1)N(C)C (centres undefined)	0	7	0.6	-11	1.8	.	-1.2	-3	-1.3	7	7
CCC/C=N/Nc1nnc(Cc2ccccc2)c(=O)[nH]1	-6	1	1.3	-19	2.9	88	0.4	-25	0.3	-9	-2
O=[N+]([O-])c1ccccc1S(=O)(=O)Nc1nc2ccccc2s1	-1	-5	3.4	311	3.4	111	-5.1	-5	0.3	0	26
O=C(O)c1ccc(N/N=C/c2ccc(OC(=O)c3ccccc3Cl)cc2)cc1	-5	20	10	0	1.2	101	1.2	4	1.0	-11	-8
Cc1nc(NN)c2c3c(sc2n1)COC(C)(C)C3	0	9	-1.2	4	2.1	115	-3.3	-19	-1.3	-17	15
O=C(CNC(=O)OCc1ccccc1)NCC(=O)Oc1ccc([N+](=O)[O-])cc1	-1	4	.	.	2.3	92	-2.1	-10	.	3	11
COCC(C)NC(=O)C1c2ccccc2Oc2ccccc21 (centres undefined)	-1	18	2.5	-7	0.0	101	-2.2	7	3.1	-6	10
O=C(c1ccc(SCc2cccc(Br)c2)c([N+](=O)[O-])c1)N1CCN(c2ccccn2)CC1	-4	17	-1.1	-2	0.9	126	0.5	.	-2.5	-12	-3
COc1ccc(C2/C(=C(/O)c3ccccc3)C(=O)C(=O)N2CCCN2CCOCC2)cc1 (centres undefined)	-3	16	-0.2	-4	0.4	99	-0.8	13	1.1	13	4
O=C(Nc1ccc2[nH]ncc2c1)c1cccc(F)c1	10	-10	3.2	6	1.8	99	-2.3	5	-0.9	0	11
CC1CN(C(=O)COC(=O)Cc2c(F)cccc2Cl)CC(C)O1 (centres undefined)	0	4	-0.9	-7	2.4	.	-1.3	-6	0.3	-2	5
O=C(CSCc1ccco1)c1cccs1	-5	-28	2.8	127	-0.1	109	-1.7	-9	0.4	-11	8
COc1cccc(Nc2ncc(C(=O)O)c3ccccc23)c1	2	-3	4.7	10	2.2	100	-2.0	1	3.6	-1	8

Bioassay records deposited in PubChem by several laboratories.
